High-throughput results (PubChem BioAssay)
TAAR1 antag = human TAAR1 antagonism | Q96RJ0 | hit rate 1.5% among 360,000 | inhibition, % at 3 µM | CHO RD-HGA16 TAAR1, Fluo-8 calcium fluorescence, antagonist;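 active = inhibition above a per-plate cutoff, the mean inhibition of test compounds on that plate plus 3 SD, cut at about 49% in these data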;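 also: 0% = DMSO plus EC80 beta-PEA response and 100% = DMSO alone without agonist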
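Test system – hTAAR1-expressing CHO RD-HGA16 cells, Gα16-coupled · Also added – β-PEA at EC80 concentration, post-compound challenge · Compound – 3 µM, single point · Incubation – dye loading 75 min at 37 °C, then 30 min room temperature · Measured by – Fluo-8 intracellular calcium dye fluorescence, real-time kinetic reads · Benchmarks – vehicle and agonist controls · Replicates – singlicate, one well per test compound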
CHRM5 agonist = CHRM5 agonism in calcium assay. CHO-K1 hM5 cells, Fluo-8 calcium fluorescence; 0% DMSO wells, 100% maximal acetylcholine response. activation, % at 3 µM. hit rate 0.19% among 360,000. AID 624037;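 active = activation above the run's mean over test compounds plus 3 SD, cut at about 23% in these data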;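 also: signal is peak over basal fluorescence ratio across the kinetic read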
Target sequence (P08912 whole entry, looked up): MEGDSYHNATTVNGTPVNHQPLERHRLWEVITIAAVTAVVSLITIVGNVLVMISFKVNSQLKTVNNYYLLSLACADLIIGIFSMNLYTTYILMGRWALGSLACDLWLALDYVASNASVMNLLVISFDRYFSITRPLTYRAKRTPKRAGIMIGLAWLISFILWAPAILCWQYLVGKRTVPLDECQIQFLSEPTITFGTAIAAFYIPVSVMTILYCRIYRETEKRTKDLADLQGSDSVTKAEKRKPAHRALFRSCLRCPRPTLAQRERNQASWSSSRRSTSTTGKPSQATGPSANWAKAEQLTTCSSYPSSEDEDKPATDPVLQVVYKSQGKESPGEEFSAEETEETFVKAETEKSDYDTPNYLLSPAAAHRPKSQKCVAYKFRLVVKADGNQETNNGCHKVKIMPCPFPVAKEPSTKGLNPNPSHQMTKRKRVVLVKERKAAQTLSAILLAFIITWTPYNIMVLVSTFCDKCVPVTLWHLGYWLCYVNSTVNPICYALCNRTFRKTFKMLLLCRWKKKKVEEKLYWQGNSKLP
M5 antag = blocks acetylcholine activation of human M5 receptor | P08912 | CHO-hM5 cells, Fluo-8 calcium fluorescence, ACh EC80 | inhibition, % at 3 µM | hit rate 0.59% among 360,000;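 active = inhibition above a per-plate cutoff, the mean of that plate's test compounds plus 3 SD, cut at about 27% in these data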;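 also: 0% = acetylcholine EC80 with DMSO and 100% = DMSO without agonist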
CHO-K1 Ca PAM = M1 PAM counterscreen hit in parental CHO-K1 cells | ATP EC20, Fluo-8 calcium fluorescence; 0% at ATP EC20, 100% at ATP max | activation, % at 3 µM | hit rate 0.02% among 360,000;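 active = activation above the run cutoff, the mean activation of all test compounds plus 3 SD, cut at about 40% in these data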;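 also: peak over basal fluorescence ratio in a 140 s read after ATP addition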
CRFBP-R2 agonist = CRF-BP/CRF-R2 complex agonism | HEK293 CRF-R2/CRF-BP, calcium dye fluorescence (FLIPR); percent of saturating CRF peptide response | activation, % at 13.2 µM | hit rate 0.46% among 350,000 | AID 588473;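 active = activation of at least 50%, plus an integration ratio under a set limit after plate pattern correction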;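 also: plate controls were neutral control wells without compound for no effect and CRF at EC100 for full effect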
M5 PAM = potentiates acetylcholine response at human M5 receptor; AID 624038; CHO-K1 hM5, Fluo-8 calcium, ACh EC20 PAM; 0% = ACh EC20, 100% = ACh EC100; P08912; hit rate 0.3% among 360,000; activation, % at 3 µM;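 active = activation above the run cutoff, the mean activation of all test compounds plus 3 SD, cut at about 18% in these data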
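Assay system – human M5 receptor in CHO-K1 cells · Read-out – % activation, ACh-normalized · Technique – Fluo-8 calcium fluorescence · Dosing – single-point, 3 µM nominal · Incubation – Fluo-8 loading 80 min at 37 °C plus 30 min room temperature · Repeats – singlicate, one well per test compound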
CRFBP-R2 block = blocks CRF-induced signaling of the CRF-BP/CRF-R2 complex. inhibition, % at 11.8 µM. HEK293 CRF-R2/CRF-BP, CRF-induced calcium fluorescence. hit rate 0.59% among 350,000;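 active = inhibition of the ligand-induced calcium signal above about 50% at the single tested concentration, limit read from the data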
M4 PAM = positive allosteric modulators of human muscarinic M4 receptor; P08173; CHO-K1 hM4/Gqi5, Fluo-8 calcium fluorescence, ACh EC20; 0% = ACh EC20, 100% = maximal ACh; activation, % at 3 µM; hit rate 0.4% among 360,000; AID 624126;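 active = activation above its plate's cutoff, the mean activation of sample wells plus 3 SD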; also: some results filed as inactive read as strong as hits
Target sequence (P08173 whole entry, looked up): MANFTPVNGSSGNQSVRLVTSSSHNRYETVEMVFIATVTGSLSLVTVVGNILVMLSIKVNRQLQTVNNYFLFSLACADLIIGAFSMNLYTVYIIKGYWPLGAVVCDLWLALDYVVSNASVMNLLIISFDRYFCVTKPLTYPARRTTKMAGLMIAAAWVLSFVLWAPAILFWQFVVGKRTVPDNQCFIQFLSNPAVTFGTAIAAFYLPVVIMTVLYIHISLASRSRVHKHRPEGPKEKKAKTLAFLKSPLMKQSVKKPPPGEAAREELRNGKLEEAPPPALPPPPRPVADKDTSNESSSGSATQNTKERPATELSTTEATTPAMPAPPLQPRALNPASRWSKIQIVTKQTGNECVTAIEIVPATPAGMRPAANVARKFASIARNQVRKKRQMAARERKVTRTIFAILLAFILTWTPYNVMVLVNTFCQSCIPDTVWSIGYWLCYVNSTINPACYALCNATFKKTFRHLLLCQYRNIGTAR
TAAR1 agonist = agonists of human TAAR1; hit rate 0.99% among 360,000; AID 624467; activation, % at 3 µM; CHO RD-HGA16 TAAR1, Fluo-8 calcium fluorescence; vehicle wells 0%, saturating PEA agonist 100%; Q96RJ0;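 active = activation above the mean activation of all test compounds in the run plus 3 SD, cut at about 38% in these data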
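test system = CHO RD-HGA16 cells carrying human TAAR1 plus Gα16 | schedule = 17-24 h seeding, 75 min 37 °C dye, 30 min RT | compound dosing = 3 µM single concentration | control set = DMSO and PEA EC100 | replicates = n 1 | signal = Fluo-8 fluorescence, 5 s baseline then 140 s kinetic read | measure = percent activation vs PEA EC100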
Numbers without * were called inactive; . = not tested or not shown. Compounds as they come; any-hit rate near 4.2%.

SMILES	TAAR1 antag	CHRM5 agonist	M5 antag	CHO-K1 Ca PAM	CRFBP-R2 agonist	M5 PAM	CRFBP-R2 block	M4 PAM	TAAR1 agonist
COc1ccc([C@H]2C[C@@H](O)[C@H](n3cc(COC(=O)c4ccccc4)nn3)CN2CC2CCCCC2)cc1	37	0	12	-10	-0.7	-8	9	-7	5
Cc1nn(C)cc1CN(C)C(=O)CC12CC3CC(CC(C3)C1)C2	-2	0	0	14	-0.9	-2	2	0	3
O=S(=O)(c1cccc(-c2nc3n(n2)Cc2ccccc2-3)c1)N1CCCCC1	-26	-6	8	8	2.4	-6	-28	3	15
CN(C)S(=O)(=O)c1ccc(Cl)c(-c2nnc3n2CCCCC3)c1	-2	0	1	4	0.8	-2	-12	3	4
CC(C)Oc1ccc(S(=O)(=O)N2CCOCC2)cc1NC(=O)C1=NN(c2ccccc2)C(=O)CC1	17	-5	9	-9	2.7	-12	8	-7	4
O=C(O)C(Oc1ccc2c(c1)oc(=O)c1ccccc12)c1ccccc1 (stereo not drawn)	-3	1	10	-17	0.1	-1	-1	-4	9
CC(C)(C)OC(=O)N1CCCN(C(=O)Nc2ccccc2)CC1	-25	-1	12	-23	0.8	-1	-5	-3	2
Cc1cccc(N2CC(C(=O)OCC(=O)c3c(N)n(CC(C)C)c(=O)n(C)c3=O)CC2=O)c1C (stereo not drawn)	25	4	10	-5	-0.6	-13	-13	-6	11
COc1ccc(S(=O)(=O)Nc2cccc3c2O[C@H](CN(C)Cc2ccc(-c4ccccc4)cc2)[C@@H](C)CN([C@H](C)CO)C3=O)cc1	9	-1	14	12	-0.1	2	3	1	2
COc1ccccc1N(CN1CCCC1=O)C(=O)c1c(F)cccc1Cl	-11	0	-5	-7	0.3	6	3	12	3
COc1ccc(-c2nc(NC(=O)c3ccccc3)sc2-c2ccc([N+](=O)[O-])cc2)cc1	-10	0	-5	20	5.3	0	-20	1	2
O=C(c1cc(C2CC2)nc2ccc(Br)cc12)N1N=C(C(F)F)CC1(O)C(F)F (stereo not drawn)	14	-6	11	18	1.8	-10	-28	-19	4
O=C(Nc1ccc(Cl)cc1)Nc1nc(-c2ccccc2)cs1	12	2	16	8	1.3	-3	6	0	3
C(=N/n1c2ccccc2c2ccccc21)/c1ccco1	-5	-3	-7	6	-0.2	1	10	-1	17
C/C(=N\NC(=O)COc1ccc(C(C)(C)C)cc1)c1ccc(OC(F)F)cc1	-26	1	-6	13	0.6	2	-12	5	-2
Cc1[nH]c2ccc(Br)cc2c(=O)c1CN1CCOCC1	-3	-4	-20	20	2.6	17	-12	4	5
O=C(COC(=O)c1ccc[nH]c1=O)NCC1CCCO1 (stereo not drawn)	-3	-2	-3	13	6.8	-2	17	4	10
O=C(Nc1cc([N+](=O)[O-])ccc1F)C1CC1	-4	3	-3	-2	0.4	-1	6	2	0
CCCc1cc(=O)[nH]c(SCC(=O)Nc2ccc(OC(F)F)cc2)n1	4	0	4	10	-0.5	-4	66*	3	7
CCc1ccc(-c2cc(C)no2)cc1S(=O)(=O)N1CCN(c2ccc(OC)cc2)CC1	-13	0	5	19	0.7	2	-8	2	-1
CN1C(C(=O)NCc2ccc(OC(F)(F)F)cc2)CC2Cn3c(nc4ccccc43)C21 (stereo not drawn)	8	0	4	7	-0.6	-3	2	2	3
C=CCNC(=S)NC1CC(C)(C)NC(C)(C)C1	5	-3	1	25	-1.8	3	-4	15	-1
Cc1cc(F)ccc1NC(=O)CCc1ccc(S(=O)(=O)N2CCOCC2)cc1	-8	1	-8	6	-0.5	0	-8	6	7
CCC(C)(C)NC(=O)c1ccc2c(c1)OCCO2	-14	-1	4	4	-0.2	-2	-4	4	7
Cc1cc(N2CCOCC2)n2ncc(-c3ccccc3Cl)c2n1	-7	-4	2	16	-0.3	-2	0	3	-3
Cc1ccc(-c2nc3ncccc3o2)cc1NC(=S)NC(=O)c1ccco1	-5	-1	11	22	-1.3	-6	11	-1	6
Cc1cc(C)cc(N(CC(=O)NC2CCCCC2)C(=O)CNC(=O)c2ccco2)c1	6	1	8	-16	1.1	-2	-3	-5	0
Cc1ccc(S(=O)(=O)N2CCN(Cc3cccc(F)c3)CC2)cc1	-3	-8	2	4	-0.2	4	11	0	6
FC(F)(F)c1cc(-c2ccco2)nc(-n2cnc3ccccc32)n1	4	-2	-3	8	1.4	8	-9	-8	2
CSc1ccccc1C(=O)NCc1ccccc1	3	-3	1	12	-0.1	13	15	4	0
CC(=O)c1nn(-c2ccc(Br)cc2)cc1C(=O)c1ccccc1	-7	-1	-9	19	-1.6	-3	-2	2	5
O=C(CN(Cc1ccccc1Cl)C(=O)c1ccc(CN2CCOCC2)o1)NCc1ccccc1	14	2	-1	12	-0.4	-1	-23	-2	2
O=C(O)C[C@H]1c2ccccc2S(=O)(=O)N1C1CCCCC1	2	6	3	-10	-1.1	6	-7	19	13
COc1ccc(NC(=O)c2cc(-c3ccccc3)on2)cc1	12	0	3	8	1.5	-1	-6	2	0
CCOC(=O)/C=C1\SCC(=O)N1CC(=O)c1ccc[nH]1	0	-2	2	7	0.5	3	9	-8	3
Cc1ccc(CN(C(=O)COc2ccc(Br)cc2)C2CCS(=O)(=O)C2)o1 (stereo not drawn)	8	-3	3	14	-2.5	1	9	-4	5
O=C(COC(=O)c1cc(-c2ccco2)nc2ccccc12)NCc1ccc2c(c1)OCO2	-21	1	2	0	0.5	-1	4	-6	-2
C/C(=N/OCC(=O)Nc1ccccc1)c1cccs1	-1	1	-2	11	-1.2	-3	15	12	7
CC(C)C(C)(C#N)NC(=O)CN1C(=O)NC2(CCCc3ccccc32)C1=O (stereo not drawn)	-11	0	6	-6	5.1	-3	-12	-3	1
CCCN(CC(=O)Nc1ccccc1C)C(=O)c1ccc(OCC(=O)N2CCOCC2)c(OCC)c1	6	3	-5	31	-1.7	1	-2	2	0

One compound at a time, from the list above.
O=C(CN(Cc1ccccc1Cl)C(=O)c1ccc(CN2CCOCC2)o1)NCc1ccccc1 as listed: TAAR1 antag: 14; CHRM5 agonist: 2; M5 antag: -1; CHO-K1 Ca PAM: 12; CRFBP-R2 agonist: -0.4; M5 PAM: -1; CRFBP-R2 block: -23; M4 PAM: -2; TAAR1 agonist: 2
Cc1cc(C)cc(N(CC(=O)NC2CCCCC2)C(=O)CNC(=O)c2ccco2)c1 as listed: TAAR1 antag: 6; CHRM5 agonist: 1; M5 antag: 8; CHO-K1 Ca PAM: -16; CRFBP-R2 agonist: 1.1; M5 PAM: -2; CRFBP-R2 block: -3; M4 PAM: -5; TAAR1 agonist: 0

The list goes on.
SMILES	TAAR1 antag	CHRM5 agonist	M5 antag	CHO-K1 Ca PAM	CRFBP-R2 agonist	M5 PAM	CRFBP-R2 block	M4 PAM	TAAR1 agonist
O=C1CC(=O)N(CCc2ccc(F)cc2)C(=O)N1	-3	0	4	-6	1.9	-3	0	-3	11
Cc1ccccc1OCc1nc2ccccc2c(=O)n1/N=C/c1cn[nH]c1-c1ccc(Br)cc1	32	0	-15	-9	0.5	4	-12	7	5
COc1cccc(Nc2nc(N)nc(CCl)n2)c1	7	0	-7	21	-0.8	16	9	-1	-1
CN(C1CCS(=O)(=O)C1)S(=O)C12CC3CC(CC(C3)C1)C2 (stereo not drawn)	6	-2	0	13	7.7	0	-6	-1	0
CCC(Oc1ccc(C)cc1)C(=O)Nc1ccc(S(=O)(=O)Nc2nccs2)cc1 (stereo not drawn)	9	11	-6	-1	5.1	3	-15	6	19
O=C(/C=C/c1c[nH]c2ccccc12)c1ccccc1	13	-3	-2	7	6.0	-2	3	-1	-1
N#CCCSCc1ccc2oc(C(=O)O)cc2c1	9	2	-7	16	-3.1	2	10	8	0
CC(=O)Nc1ccc(S(=O)(=O)NCC(=O)NNC(=O)COc2ccccc2Cl)cc1	-11	-2	-4	-11	2.0	1	17	-3	2
CCC(=O)N1CCc2cc(S(=O)(=O)NCCC(=O)NC3CCCc4ccccc43)ccc21 (stereo not drawn)	9	0	-3	14	0.9	0	-2	17	1
COCn1c(=O)c2c(nc(SC3=NCCS3)n2Cc2ccccc2C)n(COC)c1=O	2	0	2	4	-2.9	-7	36	0	10
O=C(COC(=O)/C=C/c1ccccc1Cl)NCCc1ccc(Cl)cc1Cl	-15	1	-1	15	-1.2	-5	1	-13	7
CC(C)CCNC(=O)c1c[nH]c2ccc(S(=O)(=O)N3CCOCC3)cc2c1=O	-1	0	11	9	-1.6	-4	39	-4	2
O=C(N/N=C/c1cc(Br)cc(Br)c1O)c1ccncc1	19	.	.	.	167*	.	-164	.	17
Cc1nc(-c2ccc(F)cc2)c(CC(=O)N2CCN(S(=O)(=O)c3cccc(F)c3)CC2)s1	34	-4	5	16	0.0	-13	-2	6	12
CCN(c1ccc(C)c(C)c1)S(=O)(=O)c1ccc2c(c1)CCN2C(=O)CCC(=O)O	6	-2	3	25	-2.2	1	19	8	-1
CCc1ccc(NC(=O)N(Cc2cccnc2)Cc2ccco2)cc1	2	-3	0	-1	-1.0	0	5	5	3
CC(NC(=O)CC1Sc2ccccc2NC1=O)c1ccccc1 (stereo not drawn)	2	-3	1	19	-0.9	1	4	6	4
O=S1(=O)N=CN(Cc2cccc(F)c2)c2ccccc21	-9	-3	0	14	-2.1	1	-1	0	4
COc1ccc2oc(=O)c(-c3csc(Nc4cccc(O)c4)n3)cc2c1	39	-2	10	13	-0.4	-8	-24	-7	-1
CCCCC(=O)Nc1cccc(-c2csc(-c3ccccc3)n2)c1	11	-3	-2	4	-1.8	0	-23	9	1
COc1ccc(C2Cc3ccccc3C(=O)O2)cc1 (stereo not drawn)	-21	-3	-1	12	-1.0	-3	1	-4	-1
CN1CCN(c2nc(N3CCN(c4ccccc4)CC3)ncc2F)CC1	7	5	6	12	-0.2	-8	-10	-2	5
N#CCCN(CCC#N)c1nnc(-c2ccccc2)s1	-4	0	0	7	1.0	-1	5	0	24
CCCCCCCC[n+]1cccc2c3ccccc3ccc21	1	-14	36*	0	-0.2	-18	-18	-25	1
O=C(NCC(c1ccc(F)cc1)N1CCOCC1)c1ccc(OCc2ccccc2)cc1 (stereo not drawn)	10	-8	11	10	-2.9	-13	1	-1	3
O=c1c2ccccc2nc(SCc2ccccc2)n1CC1CCCO1 (stereo not drawn)	11	5	5	1	0.3	-3	-4	-7	9
CN(C)C(=O)c1nnsc1Sc1ccc(Cl)cc1	10	-4	0	16	0.6	-1	-2	8	1
COc1ccccc1CNC(=O)COC(=O)c1ccc(C(=O)c2ccccc2)cc1	11	-5	18	4	2.5	-5	-3	-4	1
NC(=S)NN=Cc1ccc(-c2ccc(S(=O)(=O)Nc3ncccn3)cc2)o1	-12	0	17	12	-0.3	-3	-4	-2	0
CN(CCCN1CCOCC1)Cc1cn(C)nc1-c1ccccc1F	-16	-4	1	15	1.0	5	-2	-5	5
